Screening results from PubChem.
Avidin fluor – green autofluorescence of compounds with avidin beads – biophysical, 488/530 nm, flow cytometry, artefact control, profiling panel; compound fluorescence 488/530 nm; stronger effect = higher value; fluorescence (KMESF) at 10 µM; 220,000 tested, 0.38% active; in the data active = fluorescence above about 47; also: inactives centre near 10
Mcl1 Noxa PPI – Mcl-1/Noxa binding inhibitors, primary screen, biochemical, TR-FRET, 1536-well; AID 1022, 2008; Induced myeloid leukemia cell differentiation protein Mcl-1 (Homo sapiens), Q07820; TR-FRET Mcl-1/Noxa peptide binding, 2 h; 220,000 tested, 1.5% active; inhibition, % at 21.7 µM;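 active = compounds that cut the protein-peptide binding signal by more than 50% relative to plate controls in a single-dose test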;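 also: His-tagged Mcl-1 with rhodamine Noxa BH3 peptide and terbium anti-His antibody; 0% = Mcl-1 plus Noxa peptide wells and 100% = peptide-only wells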
RGS7-Gao reg – RGS7-Galphao binding modulators, primary screen, biochemical, multiplexed bead flow cytometry | Guanine nucleotide-binding protein G(o) subunit alpha (Homo sapiens), P09471 | actives lie on both sides | binding response (% of control), % at 10 µM | 220,000 tested, 0.35% active | AID 1439, 2008; in the data active = binding response below about 49% or above about 150%; inconclusive = no clear call, values can overlap the other calls; inactive = in between;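 also: fluorescent Galphao held in activated GDP-AlF4 state binding bead-coupled RGS7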
ABCG2 inh – ABCG2 efflux pump inhibitors, primary screen, multiplex with ABCB1, IgMXP3 cells, flow cytometry | Broad substrate specificity ATP-binding cassette transporter ABCG2 (Homo sapiens), Q9UNQ0 | JC-1 efflux | inhibition, % at 6.6 µM | 190,000 tested, 0.1% active | AID 1325, 2008;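 active = inhibition above 80%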;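 also: 0% = DMSO and 100% = nicardipine control wells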
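Test system: IgMXP3 cells (ABCG2) mixed with DDAO far-red-labelled CCRF-Adr cells (ABCB1). Reagent: JC-1 transporter substrate. Compound dosing: single test compound dose, 6.6 µM final. Times: 10 min compound exposure, 25 °C. Detection: flow cytometry of retained JC-1 fluorescence. Read-out basis: efflux inhibition in percent versus controls. Controls: nicardipine and DMSO wells.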
Mcl1-Bid inh – Mcl-1/Bid binding inhibitors, primary screen, biochemical, TR-FRET, 1536-well | 220,000 tested, 0.97% active | inhibition, % at 21.7 µM | TR-FRET Mcl-1/Bid-Dy647 peptide binding | Induced myeloid leukemia cell differentiation protein Mcl-1 (Homo sapiens), Q07820;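 active = compounds that cut the binding signal by more than half at the single screening dose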;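 also: His-tagged Mcl-1 with europium anti-His antibody binding Bid BH3 peptide; 0% = Mcl-1 plus peptide wells and 100% = peptide-only wells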
GSH bead fluor – compound fluorescence on glutathione beads, profiling panel, artefact control, biophysical, 488/530 nm, flow cytometry | GSH beads flow cytometry, compound fluorescence 488/530 nm; stronger effect = higher value | fluorescence (KMESF) at 10 µM | 190,000 tested, 0.25% active; in the data active = fluorescence above about 89;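 also: glutathione beads carrying GST-tagged Bcl family fusion proteins plus one bare bead set; values are compound well signal with DMSO vehicle wells as background; inactives centre near 16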
ABCB1 block – ABCB1 efflux pump inhibitors, primary screen, cell-based, multiplex, flow cytometry, ABCG2 counter-screen; CCRF-Adr cells, JC-1 efflux; inhibition, % at 6.6 µM; 190,000 tested, 0.067% active; AID 1326, 2008; in the data active = inhibition above about 40%;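 also: 0% = vehicle and 100% = reference inhibitor; higher value means more JC-1 retained so stronger ABCB1 efflux block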
RGS4-Gao reg – modulators of RGS4 binding to Galphao, primary screen, biochemical, multiplexed bead flow cytometry. Guanine nucleotide-binding protein G(o) subunit alpha (Homo sapiens), P09471. binding response (% of control), % at 10 µM. 220,000 tested, 0.33% active. actives lie on both sides. AID 1415, 2008; in the data active = binding response below about 49% or above about 150%; inactive = in between;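 also: fluorescent Galphao activated with aluminum fluoride binding bead-coupled RGS4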
Pf gametocyte – late stage P. falciparum gametocyte viability inhibitors, primary screen, ATP luminescence, HTS | P. falciparum stage V gametocytes, 24 h | inhibition, % at 10.9 µM | 150,000 tested, 0.065% active;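 active = inhibition above the mean plus 3 SD of compounds within the control limits, set per campaign, cut at about 38% in these data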;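 also: 0% = DMSO wells and 100% = medium only without gametocytes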
RGS8-Gao – RGS8-Galphao binding modulators, primary screen, biochemical, multiplexed bead flow cytometry. response (percent of control binding), % at 10 µM. actives lie on both sides. Guanine nucleotide-binding protein G(o) subunit alpha (Homo sapiens), P09471. 220,000 tested, 0.34% active; in the data active = response below about 60% or above about 140%; inactive = in between;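 also: Galphao activated as the GDP aluminium fluoride complex binding bead-coupled RGS8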
Bim-Mcl-1 – inhibitors of Bim peptide binding to Mcl-1, primary screen, biochemical, bead-based flow cytometry, multiplex; Induced myeloid leukemia cell differentiation protein Mcl-1 (Homo sapiens), Q07820; Bim peptide-Mcl-1 binding; inhibition, % at 10 µM; 190,000 tested, 0.1% active; AID 1009, 2008; in the data active = inhibition above about 40%;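 also: 0% = no compound tracer wells and 100% = peptide blocker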
Starred values were filed as active, the others as inactive; ? = inconclusive; . = not tested or not shown.

SMILES	Avidin fluor	Mcl1 Noxa PPI	RGS7-Gao reg	ABCG2 inh	Mcl1-Bid inh	GSH bead fluor	ABCB1 block	RGS4-Gao reg	Pf gametocyte	RGS8-Gao	Bim-Mcl-1
Cc1ccccc1Cn1cc(NC(=O)CSc2nc3c(c(C(F)(F)F)n2)CCc2ccccc2-3)cn1	6	-8	111	0	-16	23	-0.1	112	.	110	-2
O=S(=O)(NCC(c1ccccc1)N1CCNCC1)c1ccc(Cl)cc1 (centres undefined)	9	9	97	1	2	52	0.6	96	16	101	0
O=C(CSc1nnc(-c2cccs2)o1)OC1CCCCC1	35	-8	105	9	9	25	-0.3	102	.	105	-4
COc1ccccc1NC=C1C(=O)OC(C)(C)OC1=O	7	-1	103	1	-14	5	0.4	101	5	100	2
CCC(Sc1nc2ccccc2c(=O)[nH]1)C(=O)Nc1ccc(C(C)=O)cc1 (centres undefined)	11	2	106	-1	-6	16	-0.8	103	13	104	0
CCOC(=O)c1nn(-c2ccccc2F)c2nc(-c3ccco3)c(C#N)c(=O)n12	10	10	101	2	1	10	0.3	101	15	105	-7
NC(=S)N/N=C/c1ccccc1O	3	5	?	.	-7	.	.	101	-18	101	.
CCn1c(Cc2ccccc2)nnc1SCC(=O)NC1CC1	22	15	97	2	6	12	-0.3	97	21	99	-5
Nc1ncnc(N2CCOCC2)c1N	4	-13	99	2	-58	18	0.3	100	-2	102	-24
CCCc1c(C(=O)O)cnn1-c1ccc(Cl)cc1	8	1	?	.	-6	.	.	108	10	104	.
C=CCSC1=C(C#N)C(c2ccccc2C)CC(=O)N1 (centres undefined)	16	1	99	-1	-9	21	0.0	103	4	100	-2
c1ccc(N2CCN(c3nc4ccccc4n4cnnc34)CC2)cc1	7	-9	98	2	-27	19	0.5	101	.	101	-1
CN1CCN(C(=O)C2CCN(S(=O)(=O)c3cnc[nH]3)CC2)CC1	23	9	98	-3	-22	24	-0.2	103	17	100	-5
COc1ccc(Nc2ncc(C(=O)N3CCN(Cc4ccccc4)CC3)c3ccccc23)cc1	26	-2	98	1	-23	9	0.8	101	.	106	-1
Cn1cc(/C=N/n2cnc3scc(-c4ccc(Cl)cc4)c3c2=O)c2ccccc21	20	2	104	14	-15	30	0.6	105	14	105	-5
C=CCNC(=S)Nc1ccccc1	14	-7	103	0	-32	25	0.0	103	-3	102	-1
CC(=O)Nc1ccc(NC(=O)COC(=O)c2c3c(nc4ccccc24)CCN(Cc2ccccc2)C3)cc1	13	2	102	7	-14	10	-0.1	102	-4	100	-3
O=C(CNC(=O)c1ccc(Br)o1)Nc1cccc(-c2cnc3ccccc3n2)c1	12	11	96	2	-21	27	0.0	90	.	97	-1
CCOc1cc(CNc2ccc(N(C)C)cc2)cc(Br)c1OCC(=O)NC(C)(C)C	10	9	90	6	-35	22	2.2	96	.	90	-2
Cc1nc2ccccc2[nH]c1=O	7	12	.	.	59*	.	.	109	3	101	.
CC[C@@H](Nc1ncnc2c1oc1ccccc12)C(=O)O	8	-4	?	.	-8	.	.	103	6	102	.
Cc1onc(-c2c(F)cccc2Cl)c1C(=O)c1ccc(F)cc1	8	4	?	.	2	.	.	101	12	101	.
O=C(O)COc1ccccc1O	9	52*	101	0	-19	13	0.2	100	5	99	-2
Cc1ccccc1NC(=O)C1c2cccc[n+]2CC(=O)N1c1c(C)cccc1C (centres undefined)	25	6	104	-2	-13	22	0.6	101	.	102	-1
Cc1ccc(CC(=O)O/N=C(\N)c2cccc([N+](=O)[O-])c2)cc1	5	-23	85	27	-9	9	0.6	88	-12	85	-4
C/C(=N/NS(=O)(=O)c1ccc(F)cc1)c1ccc(NC(=O)c2ccc(C)o2)cc1	7	11	99	2	-14	19	0.5	102	.	100	0
CCCN(CCC)C(=O)CC(c1ccccc1)c1ccco1 (centres undefined)	6	3	?	.	-18	.	.	116	2	104	.
C1=C(c2cccc3ccccc23)N2CCN=C2S1	13	-6	103	3	-21	35	1.7	98	24	100	-4
Cc1ccccc1NC(=O)c1cccc(S(=O)(=O)Oc2ccc([N+](=O)[O-])cc2)c1	13	.	101	10	-5	41	1.3	101	.	100	-5
C#CCOCCOCCOCCNc1nc(N2CCN(C(=O)[C@H]([C@@H](C)CC)n3cc([C@@H](N)CC(C)C)nn3)CC2)nc(N2CCN(C(=O)[C@H](Cc3cc4ccccc4[nH]3)n3cc([C@@H](N)C(C)CC)nn3)CC2)n1 (some centres undefined)	11	-1	?	.	-59	.	.	112	.	113	.
Cc1cc(NC(=O)CSc2nnc3ccccn23)no1	8	10	?	11	-25	15	1.4	101	.	101	-2
COc1ccc(C2NC(=O)NC3=C2CCc2ccccc23)cc1 (centres undefined)	13	24	100	6	-8	13	1.1	99	.	100	0
C=CCC(COCc1ccccc1)NS(=O)(=O)c1ccccc1Br (centres undefined)	11	-2	?	.	3	.	.	101	.	104	.
COc1ccc(CCNc2cc(-c3ccccc3)nc3ncnn23)cc1	16	10	99	6	-2	9	0.7	101	.	101	0
Cc1[nH]c(-c2ccco2)nc1C(=O)O	7	6	96	5	-23	13	0.6	98	.	100	0
CCCc1nc2oc(C(=O)OCC)c(N)c2c2c1COC(C)(C)C2	9	.	98	8	.	34	-0.1	96	17	98	2
COc1cc(C=C2C(=O)OC(C)(C)OC2=O)cc(Cl)c1OCC(=O)Nc1ccccc1	7	43	98	0	-13	15	-0.1	99	-6	97	0
O=C(Nc1ccccc1-c1nnc(SCc2ccccc2Cl)o1)c1ccccc1	31	-5	98	2	-7	11	0.5	101	.	98	2
O=C(Cn1nnc2ccccc21)N/N=C\c1cccs1	15	-2	104	2	32	13	0.1	102	.	103	0
CCOP(=O)(OCC)C(NC(=O)Nc1cccc(Cl)c1)c1ccccc1 (centres undefined)	6	20	107	15	6	24	1.6	104	-11	106	-3
CC(=O)NCC(=O)NC(Cc1ccccc1)C(N)=O (centres undefined)	20	-2	103	2	-5	11	0.6	102	.	110	-1
CCCC(=O)Nc1ccccc1NC(=O)CN(C)S(=O)(=O)c1ccc(C)cc1	37	-5	103	0	-8	18	0.1	102	.	102	-1
Cc1ccc2cccc(NC(=S)NC(=O)c3ccn(C)n3)c2n1	.	23	.	3	9	19	1.0	.	.	.	-4
c1ccc(CSc2nnc(Cc3ccccn3)o2)cc1	11	4	102	4	-21	21	1.4	106	-8	106	1
CCOc1ccc(S(=O)(=O)NCC2CCCO2)cc1 (centres undefined)	10	8	105	1	-20	10	0.4	105	.	102	0
Cc1ccc(-c2c[n+](CC(=O)Nc3nc(-c4ccccc4)cs3)c3n2CCC3)cc1	8	-7	?	.	-14	.	.	94	4	100	.
CCN(CC)C(=O)c1sc2nc(N3CCOCC3)c3c(c2c1N)CCCC3	20	59*	111	14	-25	19	1.7	96	-10	82	-1
CCc1ccc(C(=O)NC(C(=O)O)C(C)C)cc1 (centres undefined)	9	-6	99	2	-36	17	0.6	101	8	99	-2
CSc1ccccc1N=CC1=C(O)CC(C)(C)CC1=O	5	12	104	1	-34	24	0.1	103	6	100	0
O=[N+]([O-])c1cccc(/C=N/N2CCN(c3ccccn3)CC2)c1	11	17	100	44	-28	9	1.0	104	2	99	-19
CC(C)(O)C#Cc1ccc(CN2CCN(CCc3ccccc3)C(CCO)C2)s1 (centres undefined)	12	9	100	2	-5	14	0.5	103	-1	102	-2
Cc1csc(NC(=O)CSc2nnc3c4ccccc4nc(C(C)(C)C)n23)n1	9	12	105	10	7	10	1.4	100	.	101	-2
Cc1cc(C)n(-c2nc(NCCN(C)C)c3c4c(sc3n2)CCCC4)n1	3	-4	?	.	-39	.	.	100	-55	102	.
Oc1ccc(Cl)cc1/C=N/c1nc2ccccc2[nH]1	20	6	102	4	-10	23	0.2	103	27	113	-6
CCOC(=O)C1CCN(C(=O)c2ccc(SC)cc2OC)CC1	37	-12	96	1	-3	12	0.3	96	.	96	-2
CC1=[N+]([O-])C(C)(C)C(C)N(O)C1=O (centres undefined)	10	-23	102	1	-64	53	0.0	101	.	99	0
COC(=O)CCSCC(=O)Nc1ccc(S(=O)(=O)N2CCOCC2)cc1OC	4	-4	?	.	-39	.	.	94	-21	98	.
COC(=O)c1cc(C(=O)OCC(=O)NC2CCS(=O)(=O)C2)cc([N+](=O)[O-])c1 (centres undefined)	26	8	104	3	-4	17	1.0	104	16	107	0
CCCCCCCCCCC[C@@H](C[C@@H]1OC(=O)[C@H]1CCCCCC)OC(=O)[C@H](CC(C)C)NC=O	8	17	105	3	5	68	.	101	.	101	0
Cc1nc2nc(COc3ccccc3)nn2c(C)c1Cl	11	5	99	38	-18	28	1.4	101	15	102	-3

Three entries already listed, arranged by formula weight, descending:
SMILES	Avidin fluor	Mcl1 Noxa PPI	RGS7-Gao reg	ABCG2 inh	Mcl1-Bid inh	GSH bead fluor	ABCB1 block	RGS4-Gao reg	Pf gametocyte	RGS8-Gao	Bim-Mcl-1
O=C(CNC(=O)c1ccc(Br)o1)Nc1cccc(-c2cnc3ccccc3n2)c1	12	11	96	2	-21	27	0.0	90	.	97	-1
Cc1ccccc1NC(=O)c1cccc(S(=O)(=O)Oc2ccc([N+](=O)[O-])cc2)c1	13	.	101	10	-5	41	1.3	101	.	100	-5
Cc1ccccc1NC(=O)C1c2cccc[n+]2CC(=O)N1c1c(C)cccc1C (centres undefined)	25	6	104	-2	-13	22	0.6	101	.	102	-1

More structures follow.
SMILES	Avidin fluor	Mcl1 Noxa PPI	RGS7-Gao reg	ABCG2 inh	Mcl1-Bid inh	GSH bead fluor	ABCB1 block	RGS4-Gao reg	Pf gametocyte	RGS8-Gao	Bim-Mcl-1
N#CC1=C(N)C(C#N)(C#N)C(c2cccnc2)C2COCC=C12 (centres undefined)	23	-2	98	0	-38	17	0.1	97	.	99	-2
Cc1cccc(N2CCN(C(=O)n3ccnc3)CC2)c1C	12	14	104	0	-51	26	0.6	105	-44	112	-15
COc1ccc(C2c3ccc(O)cc3Oc3ncn(CCCO)c(=N)c32)cc1OC (centres undefined)	7	23	?	.	-19	.	.	96	0	99	.
NC(=O)C1CC(=O)N(c2ccc(OCc3ccc(Cl)cc3Cl)cc2)C1 (centres undefined)	12	23	107	4	0	10	0.3	104	-7	107	0
O=C1CCC(/C=C/c2ccccc2)=NN1Cc1ccccc1Cl	6	1	101	.	14	17	.	107	-8	101	1
